Bioassay records as filed in PubChem BioAssay.
GIRK2 activator: Activates human GIRK2-containing potassium channels | P48051 | HEK293 GIRK2/NPY4 cells, thallium flux fluorescence | activation (% efficacy), % for hits at 37.5 µM | 34,000 tested, under 10 active;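 active means primary screen hit, no activity in plain HEK293 cells, and in GIRK2-only cells above 5% efficacy rising with concentration; inactive means the rest, including fluorescent compounds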;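 further: efficacy is normalized control-subtracted fluorescence 15 s after thallium addition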
Target sequence (P48051 whole entry, looked up): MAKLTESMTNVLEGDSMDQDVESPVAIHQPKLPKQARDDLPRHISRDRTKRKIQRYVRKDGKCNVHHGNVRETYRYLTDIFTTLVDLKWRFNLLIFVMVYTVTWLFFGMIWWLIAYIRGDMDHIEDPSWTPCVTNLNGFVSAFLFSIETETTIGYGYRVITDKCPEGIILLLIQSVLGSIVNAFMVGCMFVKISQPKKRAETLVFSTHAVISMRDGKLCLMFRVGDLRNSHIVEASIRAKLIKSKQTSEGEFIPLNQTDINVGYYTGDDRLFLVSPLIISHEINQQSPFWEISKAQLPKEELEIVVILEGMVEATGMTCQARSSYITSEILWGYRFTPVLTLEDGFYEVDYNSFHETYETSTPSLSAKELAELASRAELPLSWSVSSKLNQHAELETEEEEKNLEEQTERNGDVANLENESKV
Calls only; i = inactive.

SMILES	GIRK2 activator
COc1cn2c(cc1=O)C(=O)N(CCNC(=O)/C=C/c1ccco1)CC2	i
c1csc(C2CNCCN2)c1 (configuration not stated)	i
COc1cc(COCC2CCN(C(=O)/C=C/c3cccs3)CC2)cc(OC)c1	i
Cn1ccc(C(=O)Nc2ccc3c(c2)OCO3)n1	i
Cc1cccc(CN2CCC(c3nnc(-c4ccc(F)cc4)o3)CC2)c1	i
CN1CCN(Cc2ccc(NC(=O)NCCCc3ccccc3)cc2)CC1	i
COc1ccc(-c2cc(=O)n(CC(=O)NCc3ccc4c(c3)OCO4)cn2)cc1	i
CC(C)(C)n1nc2c(c1NC(=O)C(=O)NCc1ccc(Cl)cc1)CS(=O)(=O)C2	i
CN1CCC(CNS(=O)(=O)c2cccc(Cl)c2)CC1	i
Cc1nnsc1C(=O)NCCC(O)c1cccs1 (configuration not stated)	i
COc1ccc(-c2nnc(SCC(=O)Nc3cccc(C)c3C)n2N)cc1OC	i
Cc1sc(NC(=O)CS(=O)(=O)Cc2ccccc2)c(C#N)c1C	i
COc1ccccc1C(=O)N1CCN(CCNC(=O)c2ccsc2)CC1	i
CC(C)(CO)NC(=O)Cc1ccc(N)cc1	i
O=S(=O)(NCC(O)(c1ccco1)C1CC1)c1ccc(F)c(Cl)c1 (configuration not stated)	i
O=S(=O)(NCc1ccsc1)c1ccc(Cl)s1	i
CC(=O)N1CCN(c2cc3c(cc2F)c(=O)c(C(=O)Nc2nccs2)cn3C2CC2)CC1	i
CCC(=O)NCCNc1cc(-n2ccnc2C)nc(C)n1	i
COc1cccc(C(CNC(=O)c2ccc(Br)cc2)N2CCOCC2)c1 (configuration not stated)	i
O=C(/C=C/c1ccc2c(c1)OCO2)NCC1CCN(c2ccccn2)CC1	i
Cc1cc(C(=O)N2CCOCC2)nn1CC(=O)Nc1ccc2c(c1)OCO2	i
COc1ccc(SCCCC(=O)Nc2c3c(nn2C)CCC3)cc1	i
COc1ccc(C(=O)N2CCC3(CC2)C(=O)N(C)C(=O)N3C)cc1	i
Cc1ccc(N=c2scc(C)n2CCCO)c(C)c1	i
CCCc1ccc(S(=O)(=O)NCC2CCN(Cc3ccco3)CC2)cc1	i
COc1cccc2cc(C(=O)NCC(O)c3sccc3C)oc12 (configuration not stated)	i
CSc1cccc(NC(=O)Cn2c(C)cc(C)c(S(=O)(=O)c3ccc(C)cc3)c2=O)c1	i
CS(=O)(=O)c1ccc2nc(NC(=O)c3ccc(=O)n(Cc4ccc(Cl)cc4)c3)sc2c1	i
O=C(Cc1cccs1)NCCCN1CCOC(c2ccccc2)C1 (configuration not stated)	i
Cc1cc(C)n(-c2ccc(=O)n(CCNC(=O)c3cccc(C(F)(F)F)c3)n2)n1	i
O=C(NCCN1CCOCC1)C(=O)NCC1CCN(Cc2ccccc2)CC1	i
Cc1ccnc(OCC(=O)NCCNc2cc(-n3nc(C)cc3C)nc(C)n2)n1	i
O=C1CN(Cc2ccc3c(c2)OCO3)C2CS(=O)(=O)CC2N1c1cccc(Cl)c1 (configuration not stated)	i
COc1cccc(CNC(=O)Cn2c(=O)n(C(C)C)c(=O)c3nscc32)c1OC	i
COc1cc(N2CCN(C(=O)c3c(F)cccc3Cl)CC2)nc(OC)n1	i
COc1cc(S(=O)(=O)N2CCN(CCO)CC2)ccc1Br	i
CCc1nc(NCCC(=O)O)c2oc3ccccc3c2n1	i
COc1ccc(OC)c(S(=O)(=O)Nc2ccc(N3CCCC3=O)c(C)c2)c1	i
Cc1nc(C)c(C(=O)N2CCN(c3nc4c(C)c(C)ccc4s3)CC2)s1	i
CCn1nnc2c(NCc3ccc4[nH]c(C)cc4c3)ncnc21	i
CCOc1ccccc1C(=O)NCC(O)c1cccn1C (configuration not stated)	i
COc1ccc(OC)c2sc(N(Cc3ccncc3)C(=O)C3CCCCC3)nc12	i
O=C(CCN1C(=O)c2ccccc2S1(=O)=O)NCc1cccs1	i
O=C(NCCc1csc2nc(-c3cccc(F)c3)nn12)c1nc2ccccc2s1	i
Cc1ccccc1-n1nnnc1SCCC(=O)Nc1ccccc1	i
Cn1cnnc1SC1CCCCC1NS(=O)(=O)c1ccccc1 (configuration not stated)	i
Cc1ccc(N2CCN(C(=O)c3cccs3)CC2)nn1	i
C=CCn1c(SCc2nc(-c3ccc(OC)cc3OC)no2)nc2cc3c(cc2c1=O)OCO3	i
COc1cc(C(=O)Nc2ccc3c(c2)N(C(=O)C2CCCC2)CC3)cc(OC)c1OC	i
O=C(CSc1ccc(NC(=O)c2ccco2)nn1)Nc1ccc(OC(F)(F)F)cc1	i
CCCN1C(=O)NC2(CCN(C(=O)Nc3cccc(C(F)(F)F)c3)CC2)C1=O	i
COc1cccc(CCNC(=O)c2coc(NC(=O)c3ccsc3)n2)c1	i
CC(C)(C)C(=O)Nc1ccc(C(=O)Oc2ccccc2)c(O)c1	i
Cn1ccnc1N1CCN(C(=O)c2cc(-c3ccc4c(c3)OCO4)n[nH]2)CC1	i
CCOc1ccc(C(=O)Nc2nnc(-c3cc(C)n(C)n3)o2)cc1	i
Cc1cc(C)nc(SCc2c(C(=O)NCc3ccccc3Cl)nnn2-c2ccccc2)n1	i
Cc1cc(N(C)C)nc(NCCNC(=O)Nc2cccc(C(F)(F)F)c2)n1	i
COc1ccc(NC(=O)CN2C(=O)c3ccccc3S2(=O)=O)cc1OC	i
CC1CCN(C(=O)Cc2csc(Nc3ccc(S(C)(=O)=O)cc3)n2)CC1	i
O=C(CCCNC(=O)c1cc(-c2ccco2)on1)Nc1cccc2cccnc12	i

Reprinted at random: six records from the list.
SMILES	GIRK2 activator
Cc1ccccc1-n1nnnc1SCCC(=O)Nc1ccccc1	i
CCCc1ccc(S(=O)(=O)NCC2CCN(Cc3ccco3)CC2)cc1	i
CN1CCC(CNS(=O)(=O)c2cccc(Cl)c2)CC1	i
CC(=O)N1CCN(c2cc3c(cc2F)c(=O)c(C(=O)Nc2nccs2)cn3C2CC2)CC1	i
O=C(Cc1cccs1)NCCCN1CCOC(c2ccccc2)C1 (configuration not stated)	i
COc1cc(C(=O)Nc2ccc3c(c2)N(C(=O)C2CCCC2)CC3)cc(OC)c1OC	i

Going on with the list.
SMILES	GIRK2 activator
CSc1ccccc1-c1nnc(NC(=O)C2CCCCC2)o1	i
Cc1cc(NC(=O)COc2ccccc2C)n(-c2nc3c(cnn3-c3ccc(C)c(C)c3)c(=O)[nH]2)n1	i
CNc1oc(-c2ccc(S(=O)(=O)N3CCc4ccccc4C3)cc2)nc1C#N	i
CCOC(=O)C1CCN(S(C)(=O)=O)CC1	i
COc1ccc(C)cc1NC(=O)C(=O)NCC1CCN(C(=O)/C=C/c2ccco2)CC1	i
COc1ccc(S(=O)(=O)N2CCC(C(=O)Nc3ccccc3C)CC2)cc1	i
COc1ccc(NC(=O)CCc2csc(NC(=O)c3cccs3)n2)cc1OC	i
O=C(c1cccc(Cl)c1)N1CCOC(c2ccc(C(F)(F)F)cc2)C1 (configuration not stated)	i
O=C(c1ccc(F)cc1Cl)N1CC(c2nc(-c3cccc(C(F)(F)F)c3)no2)C1	i
COc1ccc(OC)c(-c2ccc(=O)n(CC(=O)NCCc3ccccc3)n2)c1	i
CS(=O)(=O)c1ccc(Nc2nc(CC(=O)N3CCc4ccccc43)cs2)cc1	i
COc1ccc(CCNC(=O)COc2ccccc2Br)cc1OC	i
Cn1nnnc1SCC(=O)NCCCC(=O)Nc1cccc2cccnc12	i
COc1ccccc1C1(CNC(=O)Nc2ccccc2F)CCOCC1	i
COc1cccc(-c2noc(CSc3nc4ccccc4c(=O)n3-c3ccc(C)cc3)n2)c1OC	i
Cc1nnsc1C(=O)N1CCC(CNC(=O)C23CC4CC(CC(C4)C2)C3)CC1	i
Cc1ccnc(NC(=O)Cc2cc(-c3ccccc3F)on2)c1	i
CCOc1cccc2c1OC(c1ccccn1)N1N=C(c3cccs3)CC21 (configuration not stated)	i
Cc1cc(C)c2nc(N(Cc3ccccn3)C(=O)CCCS(=O)(=O)c3ccccc3)sc2c1	i
COc1cn(CC(=O)Nc2ccc(NC(C)=O)cc2)c(CSc2nnnn2C)cc1=O	i
O=C(CCc1csc(NC(=O)c2ccc(F)cc2)n1)NCCn1ncccc1=O	i
COc1ccc(CNC(=O)C2CCN(c3cc(Sc4cccc(F)c4)ncn3)CC2)cc1OC	i
CC(=O)c1ccc(NC(=O)c2cccc(S(=O)(=O)C(C)C)c2)cc1	i
CCOC(=O)N1CCN(C(=O)Cn2nc(-c3ccc(OC)c(OC)c3)ccc2=O)CC1	i
CC(C)(C)c1ccc(NC(=O)NCC2(O)CCOCC2)cc1	i
CS(=O)(=O)N1CCN(CCNC(=O)c2ccccc2C(F)(F)F)CC1	i
Cn1cccc(C(=O)N2CCC(CNC(=O)C3(c4cccs4)CCCC3)CC2)c1=O	i
Cc1ccc(Nc2nc(C(=O)NCc3ccc(S(N)(=O)=O)cc3)cs2)c(C)c1	i
CC(O)(CNC(=O)NCc1ccc(F)cc1)C1CC1 (configuration not stated)	i
COC(=O)c1cc(Br)ccc1NC(=O)C(C)C	i
CN(C)c1nn(CC(=O)Nc2ccc3c(c2)OCCO3)cc1-c1ccccc1	i
Cc1cccc(CC(=O)Nc2cc(C)ns2)c1	i
Cn1nc(-c2ccc(F)cc2)cc1C(=O)N1CCC(c2nnc(-c3ccco3)s2)CC1	i
COc1ccc(CCn2c(SCCC(C)C)nc3c2c(=O)[nH]c(=O)n3C)cc1	i
N#Cc1nc(-c2ccc(S(=O)(=O)N3CCc4ccccc4C3)cc2)oc1N1CCC(C(N)=O)CC1	i
O=C(Nc1cccnc1)c1ccc(S(=O)(=O)Nc2cccc(C(F)(F)F)c2)o1	i
O=S(=O)(c1cccs1)N1CCN(Cc2nnnn2-c2ccccc2)CC1	i
CCNC(=O)c1sccc1S(=O)(=O)N1CCN(c2ccc(Cl)cc2)CC1	i
CCOc1ccccc1NC(=O)Cn1c(=O)n(Cc2ccco2)c(=O)c2oc3ccccc3c21	i
CS(=O)(=O)N1CCN(C(=O)C2CN(C(=O)c3cnccn3)C2)CC1	i
CCCc1cc(=O)[nH]c(SCC(=O)N2CCC(C)CC2)n1	i
COc1ccc(OC)c(NC(=O)c2cc(-c3ccco3)nc3c2c(C)nn3C2CCS(=O)(=O)C2)c1 (configuration not stated)	i
COc1ccccc1C1=NN(C(=O)c2cccc(F)c2)C(c2ccc3nccnc3c2)C1 (configuration not stated)	i
COCCNC(=O)Cn1nc2c(c1NC(=O)Cc1ccc(OC)cc1)CSC2	i
CCOc1ccc(S(=O)(=O)Nc2cc(Cl)ccc2O)cc1C	i
CC1CCN(Cc2cc(Cl)c3cccnc3c2O)CC1	i
O=C(COc1ccccc1)Nc1nnc(CSc2ccccc2)o1	i
CC1CCN(c2ncc3c(=O)n(CC(=O)Nc4ccc(Cl)cc4)cnc3n2)CC1	i
Cc1ccsc1C(=O)NC1(c2nc(-c3cnccn3)no2)CCCCC1	i
CN(C)S(=O)(=O)c1ccc(C(=O)Nc2ccc3c(c2)N(C(=O)C2CC2)CC3)cc1	i
O=C(c1cccc(Cl)c1)N(Cc1ccncc1)c1nc2c(F)cc(F)cc2s1	i
O=C(NCC(O)(c1ccco1)C1CC1)NC(c1ccccc1)c1ccccc1 (configuration not stated)	i
CC1C(=O)NCCN1C(=O)c1nc2ccccc2s1 (configuration not stated)	i
CCNC(=O)C1Cc2ccccc2N1C(=O)c1ccc(OCC)c(OCC)c1 (configuration not stated)	i
O=C(Cc1cccs1)Nc1ccc(CC(=O)N2CCCC2)cc1	i
COc1cccc(C(=O)Nc2nc3ncccc3cc2-c2ccccc2)c1OC	i
Cn1cccc1C(CNS(=O)(=O)c1ccc(F)cc1)N1CCOCC1 (configuration not stated)	i
NS(=O)(=O)c1ccc(CNC(=O)C2CCCN(c3ccc(-n4cccn4)nn3)C2)cc1 (configuration not stated)	i
COc1ccc(-c2c(NC(=O)c3cccs3)sc3ccccc3c2=O)cc1	i
CC1(C)Cc2c(sc(NC(=O)CCCSCc3ccccc3)c2C#N)C(C)(C)N1	i

A portion from the list above, as a working copy:
SMILES	GIRK2 activator
O=C(Cc1cccs1)Nc1ccc(CC(=O)N2CCCC2)cc1	i
COc1cccc(C(=O)Nc2nc3ncccc3cc2-c2ccccc2)c1OC	i
Cn1cccc1C(CNS(=O)(=O)c1ccc(F)cc1)N1CCOCC1 (configuration not stated)	i
NS(=O)(=O)c1ccc(CNC(=O)C2CCCN(c3ccc(-n4cccn4)nn3)C2)cc1 (configuration not stated)	i
COc1ccc(-c2c(NC(=O)c3cccs3)sc3ccccc3c2=O)cc1	i
CC1(C)Cc2c(sc(NC(=O)CCCSCc3ccccc3)c2C#N)C(C)(C)N1	i

The listing picks up, repeating the 2 entries before the break.
SMILES	GIRK2 activator
COc1ccc(-c2c(NC(=O)c3cccs3)sc3ccccc3c2=O)cc1	i
CC1(C)Cc2c(sc(NC(=O)CCCSCc3ccccc3)c2C#N)C(C)(C)N1	i
C#CC1(OCC(O)CN2CCC(C(=O)OCC)CC2)CCCCC1 (configuration not stated)	i
COc1ccc2nc(-c3ccc(NC(=O)c4ccc(F)c(F)c4)cc3)cn2n1	i
CCOc1ccccc1NC(=O)Cc1cc(-c2cccc(OC)c2)on1	i
COC(=O)N1CCC(CNC(=O)c2ccccn2)CC1	i
Cc1cc(C(=O)NCC2CCN(C(=O)Nc3ccc(F)cc3)CC2)c(C)o1	i
COC(=O)c1ccc(C(=O)Nc2ccc(CC(=O)NCc3cccs3)cc2)cc1	i
COc1ccc(-c2nnc(SCC(=O)Nc3ccc(C)c(C)c3)n2N)cc1OC	i
Cc1ccc(-n2nc3c(c2NC(=O)C(=O)NC2CCCCCC2)CS(=O)(=O)C3)c(C)c1	i
Cc1c(C)c(C)c(S(=O)(=O)NCC(c2cccn2C)N2CCCC2)c(C)c1C (configuration not stated)	i
CCOc1ccc(C(O)=C2C(=O)C(=O)N(CCCN(C)C)C2c2ccco2)cc1Cl (configuration not stated)	i
O=C(NCc1ccc(F)cc1)C(=O)NCC1CCN(C(=O)COc2ccccc2)CC1	i
COc1ccc(NC(=O)c2cc(S(=O)(=O)N3CCOCC3)ccc2OC)cc1	i

Only part of the results is shown; count on the stated rates, not on these rows.
